# PP5 inh = inhibitors of human protein phosphatase 5 (PP5); P53041; purified PP5c, OMFP substrate fluorescence; inhibition, % at 6.7 µM; hit rate 0.18% among 320,000;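 active means inhibition above the campaign's mean inhibition across all tested compounds plus 3 SD, cut at about 9.5% in these data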;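 further: 0% = DMSO only and 100% = 100 µM cantharidin control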
# PAFAH2 inh = PAFAH2 (human) inhibition; Q99487; recombinant PAFAH2, FP-rhodamine activity probe, fluorescence polarization; inhibition, % at 3.39 µM; hit rate 0.99% among 340,000;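 active means inhibition above the mean over all tested compounds plus 3 SD, cut at about 30% in these data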;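 further: inhibitors block probe labeling of enzyme so polarization drops; 0% = enzyme with DMSO and 100% = wells lacking PAFAH2 protein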
# procasp3 activ = activators of human procaspase-3 | AID 463141 | hit rate 0.11% among 330,000 | activation, % at 8.5 µM | recombinant procaspase-3 D3A, Ac-DEVD-pNA absorbance 405 nm | P42574;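 active means activation above the mean of all tested compounds plus 3 SD, cut at about 21% in these data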;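 further: 0% = DMSO alone and 100% = DMSO wells spiked with extra 5 µM PC-3 D3A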
# Target sequence (P42574 whole entry D9A/D28A/D175A): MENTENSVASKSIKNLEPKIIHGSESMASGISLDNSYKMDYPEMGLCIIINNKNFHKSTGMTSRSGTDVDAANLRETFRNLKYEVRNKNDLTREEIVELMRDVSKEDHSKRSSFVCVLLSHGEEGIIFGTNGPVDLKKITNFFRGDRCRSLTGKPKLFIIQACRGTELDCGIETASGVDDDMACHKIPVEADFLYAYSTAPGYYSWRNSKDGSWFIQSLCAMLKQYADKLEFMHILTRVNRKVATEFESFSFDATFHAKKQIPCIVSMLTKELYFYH
#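 Test system: Procaspase-3 D3A mutant, all three cleavage aspartates alanine | Dosing: Single dose, 8.5 µM nominal compound, 0.8% DMSO | Schedule: 1 h preincubation, 2 h reaction | Technique: 405 nm absorbance of p-nitroaniline, reads at 0 and 120 min | Repeats: One well per compound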
# PP1 inh = blocks human PP1-alpha phosphatase, a PP5 counter-screen | P62136 | purified PP1alpha, OMFP fluorescence | inhibition, % at 6.7 µM | hit rate 0.9% among 320,000 | AID 2235;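 active means inhibition above the mean inhibition of all tested compounds plus 3 SD, computed separately for each screening campaign, cut at about 15% in these data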
# Target sequence (P62136 whole entry, looked up): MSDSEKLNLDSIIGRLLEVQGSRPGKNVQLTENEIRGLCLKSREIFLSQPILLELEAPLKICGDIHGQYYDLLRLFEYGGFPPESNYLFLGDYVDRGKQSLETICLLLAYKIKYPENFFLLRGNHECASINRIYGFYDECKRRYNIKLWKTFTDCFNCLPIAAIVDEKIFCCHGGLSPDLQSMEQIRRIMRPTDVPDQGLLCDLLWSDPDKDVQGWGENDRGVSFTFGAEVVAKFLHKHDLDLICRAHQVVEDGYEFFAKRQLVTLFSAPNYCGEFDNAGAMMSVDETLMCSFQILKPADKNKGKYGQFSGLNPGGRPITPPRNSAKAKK
# HCV core dimer = HCV core protein dimerization inhibition; hit rate 0.33% among 300,000; TR-FRET GST/Flag-core106 dimerization, 1536-well; inhibition, % at 5 µM;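 active means inhibition above the mean of all tested compounds plus 3 SD, set per screening campaign, cut at about 45% in these data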
#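 assay system = GST-tagged and Flag-tagged HCV core protein residues 1-106 | controls = unlabelled core106 and no-GST-core106 wells | incubation = compound-protein-antibody incubation 4 h at 22.5 °C | probe or stimulus = Eu donor and XL665 acceptor anti-tag antibodies | read-out = % inhibition based on acceptor/donor emission ratio | signal = TR-FRET 671 and 617 nm emission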
# TPT1 inh = C. albicans TPT1 enzyme inhibition | recombinant caTPT1, FP RNA substrate dephosphorylation | inhibition, % at 5 µM | hit rate 0.81% among 300,000;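 active means inhibition above the mean of all tested compounds plus 3 SD, set per screening campaign, cut at about 24% in these data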;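 further: plate controls were DMSO alone for no effect and ferristatin control at 100 nM for full effect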
# Fh CTSL1 inh = blocks F. hepatica cathepsin L1 in PFM18AAP counter-screen. recombinant F. hepatica cathepsin L1, Z-Leu-Arg-MCA fluorescence. inhibition, % at 5.96 µM. hit rate 0.49% among 300,000. AID 1906;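 active means inhibition above the mean of all tested compounds plus 3 SD, set per screening campaign, cut at about 17% in these data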;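 further: 0% = plate median of test compound wells and 100% = 1 µM Z-Phe-Ala-diazomethylketone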
# AHR activator = human AHR activation; activation, % at 5 µM; hit rate 2.5% among 320,000; P35869; AHR-responsive luciferase reporter cells, luminescence; in the data active means activation above about 47%;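 further: 0% = vehicle wells and 100% = reference agonist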
# procasp7 counter = counter-screen for procaspase-3 activators: activators of human procaspase-7; P55210; recombinant procaspase-7, Ac-DEVD-pNA absorbance 405 nm; D23A/D198A/D206A triple mutant, cannot self-cleave; scale: DMSO 0, 5 µM enzyme 100; activation, % at 8.5 µM; hit rate 0.093% among 330,000; AID 463210;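 active means percent activation above the screen-wide mean plus 3 SD, cut at about 25% in these data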
# Target sequence (P55210 whole entry D23A/D198A/D206A): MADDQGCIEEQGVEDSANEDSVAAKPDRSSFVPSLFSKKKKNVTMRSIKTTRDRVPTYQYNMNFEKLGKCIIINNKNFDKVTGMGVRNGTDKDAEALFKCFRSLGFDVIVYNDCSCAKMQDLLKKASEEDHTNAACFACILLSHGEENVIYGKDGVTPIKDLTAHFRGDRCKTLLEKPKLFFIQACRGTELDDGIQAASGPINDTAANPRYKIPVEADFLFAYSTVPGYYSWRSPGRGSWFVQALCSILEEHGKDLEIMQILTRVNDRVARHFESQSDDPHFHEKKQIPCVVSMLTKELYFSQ
#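 System: Procaspase-7 triple mutant (PC-7 D3A); measure: % activation from two-timepoint absorbance difference, scaled to controls; times: 1 h compound preincubation, 2 h substrate cleavage, 25 °C; also added: Ac-DEVD-pNA substrate, 400 µM as added; measured by: Epi-absorbance of released pNA at 405 nm, two timepoints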
# * = called active by the depositor; x = no result given.
SMILES,PP5 inh,PAFAH2 inh,procasp3 activ,PP1 inh,HCV core dimer,TPT1 inh,Fh CTSL1 inh,AHR activator,procasp7 counter
CC1CC(=O)N(c2ccc(NCCc3ccc(O)cc3)c([N+](=O)[O-])c2)C1=O (stereo unspecified),2.2,6,-4,5,-7,0,0,1,2
CC1(C)C([N+](=O)[O-])C(c2ccc(F)cc2)NC(c2ccc(F)cc2)C1[N+](=O)[O-] (stereo unspecified),1.5,-7,3,-3,-3,3,1,3,-7
CN(NC1OC(=O)c2ccccc21)c1ccc(C(F)(F)F)cc1[N+](=O)[O-] (stereo unspecified),1.1,x,-7,-1,1,2,0,1,4
C#CCn1cc(/C=C2\NC(=O)NC2=O)c2ccccc21,0.8,9,-1,1,-21,-5,3,77*,-3
CC(=O)c1cccc(NC(=O)C(C)N2CCc3ccccc3C2)c1 (stereo unspecified),4.0,-3,4,-13,6,2,-11,9,-5
Cc1nc2ccc(NC(=O)CS(=O)(=O)c3ccccc3)cc2s1,-1.6,4,-9,-5,3,-1,-2,4,-2
COc1ccc2cc(OCC(=O)NNC(=O)Nc3ccc(C(C)=O)cc3)ccc2c1,1.2,-6,-3,43*,18,1,-4,9,-4
CC(C)[C@H](NC(N)=O)C(=O)NNC(=O)COc1cccc(C(F)(F)F)c1,-2.4,3,-6,-1,1,-1,-7,1,3
COc1cc2c(cc1OC)C(C(=O)NCCN(C)C)C(c1cccs1)N(C)C2=O (stereo unspecified),-1.2,9,7,-4,-1,-1,-6,-1,4
CCC(NC(=O)c1ccc([N+](=O)[O-])cc1[N+](=O)[O-])c1ccccc1 (stereo unspecified),1.9,-4,-4,-4,1,2,-2,4,-6
Cc1ccc(S(=O)(=O)Cn2cnnn2)cc1,1.9,-2,2,-1,0,-2,-3,27,-5
CC1Cc2ccccc2N1C(=O)CSc1nnc(C2CC2)n1C (stereo unspecified),-0.6,2,-8,-12,4,1,-3,93*,-3
CC(C)(C)C(=O)Nc1ccc(C(=O)CSc2nnc(C3CC3)n2C2CC2)cc1,1.0,0,-1,-2,x,x,x,5,-10
O=C(NC(=S)Nc1ccccn1)c1ccco1,4.5,3,-3,-2,-3,-3,-5,9,11
CCC(C)Sc1ccc([C@H]2N[C@@](CC(C)C)(C(=O)OC)[C@H]3C(=O)N(C)C(=O)[C@@H]23)cc1 (stereo partly specified),5.5,-1,6,3,11,-2,-1,4,-4
N#C/C(=C\c1ccccc1C(=O)O)c1nc2ccccc2[nH]1,1.6,6,2,-3,1,2,1,46,-2
CC(NC(=O)c1ccccc1F)c1nnc(SCc2nc3ccccc3c(=O)[nH]2)n1C (stereo unspecified),3.5,-6,-3,-3,-5,1,-2,-1,11
COc1ccccc1/C=C\C=N\NC(=O)CCn1nnc2ccccc21,-1.2,2,1,0,4,1,4,74*,0
CCC(=O)N(C)CCc1cc2c(c(OC)c1/C=N/Nc1ccc(C(=O)O)cc1)OCO2,-1.1,5,3,-3,-10,1,6,-4,12
CCOc1ccc(N2CC(C(=O)NCc3ccc(C)n3C)CC2=O)cc1 (stereo unspecified),-1.0,5,-4,-1,2,0,-6,-2,5
CCOc1cc(C2Nc3ccccc3NC3=C2C(=O)CC(C)(C)C3)ccc1O (stereo unspecified),-1.2,-3,-2,-1,1,0,3,0,-1
COc1ccc(C(=O)NNC2=CC(=O)CC(C)(C)C2)cc1OC,-1.8,-4,3,-1,2,-5,2,1,8
CN(CC(=O)Nc1c(Cl)cccc1Cl)C(=O)C1CC(=O)N(Cc2ccccc2)C1 (stereo unspecified),-1.2,-4,-3,-1,x,x,x,-1,0
O=C(Cc1ccccc1)c1c[nH]c(C(=O)NCc2ccncc2)c1,0.4,7,-6,-3,1,1,-5,38,0
C/C(=N\NC(=S)NCc1ccccc1)c1ccc(Cl)s1,-0.4,-5,4,4,1,-1,4,15,-3
O=C(CCN1CCN(CCO)CC1)Nc1ccc(F)c(F)c1,1.6,-2,7,-6,-1,-2,-2,0,-7
Cc1c(C(=N)C(C#N)C#N)c(=N)oc2c1ccc1ccccc12,1.8,5,-7,2,20,2,1,65*,-6
CCS(=O)(=O)N1Cc2ccccc2CC1C(=O)Nc1nnc(SCc2ccc(C#N)cc2)s1 (stereo unspecified),0.8,2,0,10,36,-5,1,3,-9
CC(C)NC(=O)c1nc2c(nnn2Cc2cccc(Cl)c2)c(=O)[nH]1,0.8,15,2,8,-7,3,-2,2,4
Nc1ccn([C@@H]2O[C@H](CO)[C@@H](O)C2O)c(=O)n1 (stereo partly specified),3.2,1,10,1,2,1,1,-4,6
COc1ccccc1NC(=O)C1CCCN1C(=O)NC1CCCCC1 (stereo unspecified),0.4,1,2,-1,-7,5,0,-2,6
CCO[C@@H]1OC(C(=O)NC2CC2)=C[C@H](c2ccccc2)[C@H]1CCCO,0.1,5,-4,3,10,2,-4,1,14
CCC[C@H]1COCCS(=O)(=O)N1Cc1ccc(Br)cc1,5.6,x,-1,7,-13,-9,1,2,-4
CCOC(=O)c1c(C)[nH]c(C(=O)COC(=O)c2cnc(C)cn2)c1C,-0.5,-3,12,1,-3,5,-9,10,20
Nc1nc(SCC(=O)NCCc2ccccc2)[nH]c(=O)c1-c1ccccc1,2.3,x,4,3,-1,6,0,1,0
CCNc1ccc(P(=O)(c2ccccc2)c2ccccc2)cc1,4.3,3,-1,2,6,-8,0,0,-2
O=C(NC1(Cc2ccc(O)cc2)CCCCC1)c1ccccc1,0.5,-21,1,-1,1,0,-1,3,11
O=C(N/C(=C/c1ccco1)C(=O)N1CCOCC1)c1cccs1,1.5,2,-3,-1,-2,1,7,0,-7
O=[N+]([O-])c1cccc(-c2noc(COc3ccccc3)n2)c1,0.5,-2,-3,-1,1,1,0,-1,-4
CCNC(=O)C(Cc1ccccc1)NC(=O)OCc1ccccc1 (stereo unspecified),0.8,x,0,-5,-4,2,-5,-1,1
CCC(=Nc1ccc(N)cc1)C1=C(O)C(C(=O)OC)C(C)(C)CC1=O (stereo unspecified),4.8,9,1,14,-18,-6,6,1,-21
COc1ccc(-c2noc(N3CCC(C(=O)Nc4cccc(OC)c4)CC3)n2)cc1,6.5,5,6,1,10,-1,1,-5,9
CCc1cccc(C)c1NC(=S)NCC(c1cccnc1)N1CCOCC1 (stereo unspecified),2.0,-4,-6,-4,-4,-1,-1,-1,7
CS(=O)(=O)C1=NSC2=NC(=O)/C(=C\c3ccc(-c4ccccc4)o3)C(=N)N21,3.5,x,-10,0,-9,7,2,3,5
CN(C)c1ccc(N=Cc2cccn2C)cc1,3.3,9,-24,6,-63,0,-3,28,-16
CCc1c(O)cc(=O)n(-c2ccccc2)c1-c1ccccc1,0.6,3,3,9,55*,4,-2,-1,3
Cc1ccc(-c2cc(C(F)F)n3ncc(C(=O)N4CCN(c5ccccn5)CC4)c3n2)cc1,4.0,1,0,6,8,1,0,24,1
O=C(NCCN1C(=O)S/C(=C/c2cccnc2)C1=O)c1cccs1,-2.9,6,0,4,x,x,x,1,-8

# By substructure: the entries above with fluorine (six)
SMILES,PP5 inh,PAFAH2 inh,procasp3 activ,PP1 inh,HCV core dimer,TPT1 inh,Fh CTSL1 inh,AHR activator,procasp7 counter
CC1(C)C([N+](=O)[O-])C(c2ccc(F)cc2)NC(c2ccc(F)cc2)C1[N+](=O)[O-] (stereo unspecified),1.5,-7,3,-3,-3,3,1,3,-7
CN(NC1OC(=O)c2ccccc21)c1ccc(C(F)(F)F)cc1[N+](=O)[O-] (stereo unspecified),1.1,x,-7,-1,1,2,0,1,4
CC(C)[C@H](NC(N)=O)C(=O)NNC(=O)COc1cccc(C(F)(F)F)c1,-2.4,3,-6,-1,1,-1,-7,1,3
CC(NC(=O)c1ccccc1F)c1nnc(SCc2nc3ccccc3c(=O)[nH]2)n1C (stereo unspecified),3.5,-6,-3,-3,-5,1,-2,-1,11
O=C(CCN1CCN(CCO)CC1)Nc1ccc(F)c(F)c1,1.6,-2,7,-6,-1,-2,-2,0,-7
Cc1ccc(-c2cc(C(F)F)n3ncc(C(=O)N4CCN(c5ccccn5)CC4)c3n2)cc1,4.0,1,0,6,8,1,0,24,1

# Additional compounds follow.
SMILES,PP5 inh,PAFAH2 inh,procasp3 activ,PP1 inh,HCV core dimer,TPT1 inh,Fh CTSL1 inh,AHR activator,procasp7 counter
O=C(Cn1ccc(=O)[nH]c1=O)NCCO,-1.5,-9,2,-5,1,-1,5,1,5
CCOc1ccc(C(=O)Nc2ccc(S(=O)(=O)N3C[C@@H]4C[C@@H](C3)c3cccc(=O)n3C4)cc2)cc1,1.8,-3,1,0,x,x,x,-1,6
CC(C)N1CCc2c(sc(NC(=S)NC(=O)c3ccccc3)c2C#N)C1,2.0,-6,-24,-1,-5,94*,1,25,-29
Cn1c(N)c(C(=O)COC(=O)CCC2CCCCC2)c(=O)n(C)c1=O,1.9,3,-3,-2,1,2,-7,0,9
Cc1ccc(-c2ccc(/C=N\n3cnnc3)o2)c(Br)c1,11*,1,3,5,-2,-1,1,6,-12
CCn1nc(C(=O)Nc2nc(-c3ccccn3)cs2)c2ccccc2c1=O,4.4,-13,6,1,x,x,x,5,-2
CCOC(=O)N1CCN(Cc2nc(Cc3cccc(C(F)(F)F)c3)no2)CC1,0.8,-1,-1,-1,4,-3,-1,0,6
CC(=O)Nc1ccc(NC(=O)C2CCCN(S(=O)(=O)c3ccc(-n4cnnn4)cc3)C2)cc1 (stereo unspecified),0.9,2,-7,-1,4,-4,1,-5,15
Cc1noc(C)c1COc1ccc(C(=O)OCC(=O)NCc2ccccc2Cl)cc1,1.4,76*,3,-1,-2,-1,1,-2,2
O=C(CN1C(=O)NC2(CCCC2)C1=O)N1CCN(S(=O)(=O)c2ccccc2Br)CC1,3.0,-2,-5,-2,-1,0,-1,-2,-1
CCOC(=O)/C(C#N)=C/Nc1cc(F)ccc1C,2.8,-3,3,-2,-2,0,-2,-3,1
Cc1ccc(CNC(=S)Nc2cc(C)ccc2OC(F)F)cc1,0.9,3,2,0,3,-5,-2,3,5
O=C(N/N=C/c1cccs1)c1cccnc1,0.7,x,-7,1,-2,3,8,11,6
O=C(O)C1C2C=CC3(O2)C1C(=O)N1c2ccccc2C2OCCC2C13 (stereo unspecified),1.1,3,14,1,-7,-1,-7,0,-1
O=C(CSc1nc(-c2ccco2)cc(C(F)(F)F)n1)Nc1ccc(C(=O)N2CCCCC2)cc1,2.3,7,-11,3,1,0,5,-2,5
CSc1cccc(N2C(=O)C3CCCN3C2=S)c1 (stereo unspecified),0.9,-7,-7,1,-1,1,0,0,-4
Cc1ccc2cc(CN(CC(C)C)C(=O)C3CCCO3)c(=O)[nH]c2c1 (stereo unspecified),1.2,2,3,3,0,0,-3,13,-6
O=C(NCC(c1ccco1)N1CCc2ccccc21)c1cccc([N+](=O)[O-])c1 (stereo unspecified),0.3,0,1,2,-3,-4,3,3,-5
COc1ccccc1N1CCN(C(=O)c2ccc3c(c2)CCN3S(C)(=O)=O)CC1,1.2,-3,8,-4,3,-9,-3,-2,-1
Nc1c(-c2ccccc2)nc(Cl)nc1-c1ccccc1,3.4,-4,4,-2,-2,0,1,-2,-2
